# High-throughput results from PubChem BioAssay.
# TNAP act hi DEA: activators of human TNAP at high phosphate acceptor concentration | 200,000 tested, under 10 active | purified TNAP, CDP-star luminescence, 1 M DEA, 30 min; active compounds read high; 0 = EDTA background, 1 = DMSO-only activity | activation factor at 20 µM | AID 1136;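 active = activation factor at least 2 at 20 µM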
# Target sequence (P05186 whole entry, looked up): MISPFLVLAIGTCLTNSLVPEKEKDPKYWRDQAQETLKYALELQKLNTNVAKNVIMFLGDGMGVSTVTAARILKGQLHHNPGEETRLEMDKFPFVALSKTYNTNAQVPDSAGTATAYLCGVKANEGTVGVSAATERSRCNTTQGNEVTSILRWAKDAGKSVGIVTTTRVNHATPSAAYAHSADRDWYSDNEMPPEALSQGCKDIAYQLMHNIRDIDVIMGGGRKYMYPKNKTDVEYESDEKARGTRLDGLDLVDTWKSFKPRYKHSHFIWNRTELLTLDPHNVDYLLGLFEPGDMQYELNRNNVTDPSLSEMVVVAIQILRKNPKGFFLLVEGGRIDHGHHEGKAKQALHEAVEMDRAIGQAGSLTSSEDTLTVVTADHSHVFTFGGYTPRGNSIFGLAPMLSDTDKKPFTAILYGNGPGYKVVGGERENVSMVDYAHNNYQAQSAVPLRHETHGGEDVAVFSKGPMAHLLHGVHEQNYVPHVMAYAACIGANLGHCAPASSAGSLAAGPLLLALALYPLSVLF
#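 Measured by: Luminescent substrate turnover signal | Test system: Human TNAP | Input: TNAP 1/800 final | Dosing: 20 µM single point | Schedule: 30 min, room temperature | Controls: EDTA wells as negative control, DMSO wells as positive control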
# Diaph inh CS: counter-screen for diaphorase-based assays: diaphorase inhibitors and chemical oxidizers | 0.69% of 190,000 active | diaphorase resazurin-to-resorufin fluorescence, NADH, 16 min; bacterial (C. kluyveri) enzyme, not human | inhibition, % at 20 µM;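 active = primary screen inhibition at 20 µM above a set limit, cut at about 50% in these data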;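 note: plate controls were DMSO with full reaction for no effect and wells lacking NADH for full effect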
#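 Detection: fluorescence of resorufin formed from resazurin, Ex 544/Em 590 nm; test system: Clostridium kluyveri diaphorase enzyme; amount: 0.14 U/mL diaphorase, enzyme working solution; times: 16-min room-temperature incubation before reading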
# TNAP inh noacc: blocks human TNAP activity with no phosphate acceptor present | P05186 | purified TNAP, CDP-star luminescence, 30 min | inhibition, % at 20 µM | 0.26% of 200,000 active | AID 1012;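 active = tissue-nonspecific alkaline phosphatase inhibition above about 50% at 20 µM in the single-dose screen, limit read from the data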;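 note: 0% = DMSO negative control and 100% = EDTA positive control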
# bIAP activator: intestinal alkaline phosphatase (bovine) activation; purified bovine IAP, CDP-star luminescence, 30 min; active compounds read high; fold of DMSO-control signal, blank-subtracted; activation factor at 20 µM; 0.17% of 200,000 active;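 active = activation factor of 2 or more at 20 µM, a signal rise over negative controls twice the positive control's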
# TNAP inh hi DEA: inhibitors of human TNAP at high phosphate acceptor concentration; AID 1135; 0.03% of 200,000 active; inhibition, % at 20 µM; purified TNAP, CDP-star luminescence, 1 M DEA; P05186;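 active = over 50% inhibition of tissue-nonspecific alkaline phosphatase at 20 µM in the single-dose screen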;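 note: plate controls were DMSO wells for no effect and EDTA-quenched wells as full inhibition for full effect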
# Lmaj promast: reduces viability of Leishmania major promastigotes. resazurin fluorescence viability. inhibition, % at 10 µM. 9% of 200,000 active; in the data active = inhibition above about 50%;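 note: promastigotes grown with compound for 44 hours at 28 °C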
# bIAP inh: blocks bovine intestinal alkaline phosphatase activity. purified bovine IAP, CDP-star luminescence, 30 min. inhibition, % at 20 µM. 190,000 tested, under 10 active. AID 1019;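 active = over 50% inhibition of intestinal alkaline phosphatase at 20 µM in the single-dose screen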
#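 System: Purified bovine intestinal alkaline phosphatase (IAP) enzyme | Input: IAP diluted 1/65,000,000 in the well | Also added: CDP-star chemiluminescent phosphatase substrate, 30 µM final | Dosing: 20 µM single dose | Times: Enzyme reaction for 30 min at room temperature | Detection: Luminescence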
# PMI activator: phosphomannose isomerase (human) activation. AID 1214. purified human PMI, coupled resazurin fluorescence, 20 min; active compounds read high; 1 = vehicle control, 0 substrate-free wells. activation factor at 20 µM. 0.005% of 190,000 active;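 active = activation factor of 2 or more at 20 µM, relative to plate controls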
# Target sequence (P34949 whole entry, looked up): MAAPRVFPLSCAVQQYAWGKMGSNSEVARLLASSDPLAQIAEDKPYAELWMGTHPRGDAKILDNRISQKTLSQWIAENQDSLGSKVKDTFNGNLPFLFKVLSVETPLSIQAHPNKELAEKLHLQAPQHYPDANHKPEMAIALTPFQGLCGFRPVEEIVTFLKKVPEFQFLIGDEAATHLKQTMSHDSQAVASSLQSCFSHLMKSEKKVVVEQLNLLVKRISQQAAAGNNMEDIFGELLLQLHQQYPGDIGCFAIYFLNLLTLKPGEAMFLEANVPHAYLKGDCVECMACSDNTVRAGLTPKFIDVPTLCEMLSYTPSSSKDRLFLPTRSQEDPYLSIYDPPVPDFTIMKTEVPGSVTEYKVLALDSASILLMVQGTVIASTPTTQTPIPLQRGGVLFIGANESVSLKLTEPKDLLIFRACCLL
# Diaphorase act: counter-screen for diaphorase-based assays: diaphorase activators and chemical reducers | Diaphorase/resazurin coupled assay, resorufin fluorescence, 16 min; active compounds read high; 1 = vehicle wells, 0 = NADH-free wells | activation factor at 20 µM | 0.005% of 190,000 active | AID 1229;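 active = diaphorase activity raised at least twofold by the compound at 20 µM; inactive = activation factor below 2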
#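 Test system: Clostridium kluyveri diaphorase, purified enzyme; input: enzyme 0.07 U/mL final; buffer or medium: 50 mM HEPES pH 7.4 with 4.542 mM MgCl2, 0.005% Tween 20; also added: 0.114 mM NADH and 0.1 mM resazurin, final amounts; schedule: 16 min enzyme reaction, ambient temperature; technique: fluorescence of resorufin, 544 nm excitation, 590 nm emission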
# PMI act satM6P: increases human PMI activity with near-saturating mannose 6-phosphate | P34949 | coupled PMI enzyme assay, resazurin fluorescence, 20 min; active compounds read high; 1 = untreated enzyme, 0 = substrate-free blank | activation factor at 20 µM | 0.34% of 190,000 active | AID 1216;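 active = activation factor of 2 or more at 20 µM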
#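 Test system: Human PMI in coupled enzyme assay | Input: 15 ng/mL PMI | Medium: HEPES-buffered pH 7.4 with magnesium and detergent | Compound: One concentration, 20 µM, in 1% DMSO | Incubation: Enzyme reaction with compound 20 min at room temperature | Detection: Diaphorase-driven resazurin-to-resorufin fluorescence, excitation 544, emission 590 nm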
# Numbers without * were called inactive; · = not tested or not shown.
molecule	TNAP act hi DEA	Diaph inh CS	TNAP inh noacc	bIAP activator	TNAP inh hi DEA	Lmaj promast	bIAP inh	PMI activator	Diaphorase act	PMI act satM6P
NC(=O)/C(=N\OC(=O)c1ccco1)c1nc(-c2ccc(Br)cc2)cs1	1.1	1	-27	0.9	-6	-4	5	1.1	1	1.1
COc1ccc(OC)c(N=c2ssnc2Cl)c1	1	32	-12	1.1	3	18	-6	0.1	0.7	0.3
CC(=O)N/C(=C/c1ccc2c(c1)OCO2)C(=O)NCCCO	1	-2	9	0.9	-1	-7	12	1	1	1
Nc1nc(CN2CCN(C(=O)c3ccco3)CC2)nc(Nc2cccc(Cl)c2)n1	1	11	-4	1	-3	13	-2	1	0.9	1
Cc1ccc(C2NC(c3ccc(C)cc3)C([N+](=O)[O-])C(C)(C)C2[N+](=O)[O-])cc1 (centres undefined)	1	21	-9	1	-2	12	4	0.9	0.8	0.9
CC(C)Oc1ccc(C(=O)NC2CCS(=O)(=O)C2)cc1 (centres undefined)	1	7	-11	0.9	-2	-4	6	0.9	0.9	0.9
COc1ccc(Br)cc1/C=N/Nc1ccc(Cl)c(C(=O)O)c1	1	8	-9	0.9	-3	-11	7	1.6	0.9	2.6*
CCOC(=O)/C(C#N)=C\c1ccc(CC)s1	1	-12	-3	0.9	2	-8	10	1	1.1	1.1
CCS(=O)(=O)N1Cc2ccccc2CC1C(=O)Nc1nc2ccc(F)cc2s1 (centres undefined)	1	16	-11	1	1	19	-5	1.2	0.8	1.2
Cc1cccc(NC(=O)c2ccccc2OCC(=O)c2ccc(F)cc2)c1	1	7	-14	0.9	-4	35	14	1.1	0.9	1
N=c1c2c3c(sc2ncn1N)CCCCC3	1	19	-2	0.9	-3	0	9	0.8	0.8	0.9
COc1ccc(S(=O)(=O)CCC(=O)N2CC(=O)N(CCc3ccccc3)C(=O)C2)cc1	1	10	-10	0.9	-4	-6	10	1.1	0.9	1.3
CCc1cccc(C)c1NC(=S)NCC1CCN(c2ccc(OC)cc2)C1 (centres undefined)	1	41	-8	0.7	-1	34	32	0.4	0.6	0.4
CCc1cccc(C)c1NC(=S)NCc1ccc2c(c1)cc(C)n2C	1	15	-6	0.9	-3	34	9	0.9	0.8	0.9
COc1cc(C(=O)NC(CCSC)C(=O)OCC(=O)NC(=O)C2CCCCC2)cc(OC)c1OC (centres undefined)	1.1	22	-14	1	-6	5	-1	0.9	0.8	0.9
COC(=O)c1cn(C(=O)/C=C/c2ccc(OC)c(OC)c2)c2ccccc12	1.1	23	-5	1.1	-6	26	-5	0.9	0.8	0.9

# Reprinted at random: 2 records from the list.
molecule	TNAP act hi DEA	Diaph inh CS	TNAP inh noacc	bIAP activator	TNAP inh hi DEA	Lmaj promast	bIAP inh	PMI activator	Diaphorase act	PMI act satM6P
COc1cc(C(=O)NC(CCSC)C(=O)OCC(=O)NC(=O)C2CCCCC2)cc(OC)c1OC (centres undefined)	1.1	22	-14	1	-6	5	-1	0.9	0.8	0.9
CCc1cccc(C)c1NC(=S)NCc1ccc2c(c1)cc(C)n2C	1	15	-6	0.9	-3	34	9	0.9	0.8	0.9

# (next part)
molecule	TNAP act hi DEA	Diaph inh CS	TNAP inh noacc	bIAP activator	TNAP inh hi DEA	Lmaj promast	bIAP inh	PMI activator	Diaphorase act	PMI act satM6P
CCOc1cc(NS(=O)(=O)CC)c(OCC)cc1NC(=O)c1ccco1	1.1	0	-10	1	-5	5	2	0.9	1	0.7
O=c1c2c(nc3nc(NCc4cccc(Cl)c4)[nH]n13)CCC2	1.1	0	-8	1.2	-6	-5	-19	1.2	1	1.1
Cc1ccc(-n2c(C)cc(-c3csc(N)n3)c2C)cc1	0.9	28	-17	0.8	9	67*	23	1.4	0.7	1.5
CSc1cccc(NC(=O)CN(c2cccc(C)c2)S(C)(=O)=O)c1	1.1	21	-12	0.8	-5	2	24	0.9	0.8	0.8
O=C(CCSc1nc(-c2ccco2)cc(C(F)(F)F)n1)N1CCN(c2ccccc2)CC1	1	26	-5	1	-4	-7	3	0.8	0.7	0.8
CCOc1nc(C)cc(C)c1S(=O)(=O)c1ccc(Cl)cc1	1.1	20	-4	0.9	-5	13	12	0.9	0.8	0.9
CN1CCN(c2ccc(NC(=O)c3sc4ccccc4c3Cl)cc2)CC1	1.1	5	-15	1	-5	9	2	1	0.9	0.9
O=C(COc1ccc(S(=O)(=O)N2CCCC2)cc1Cl)N1CCN(c2ccccc2)CC1	1	2	-7	0.7	-4	14	28	1	1	1
CN(Cc1cccs1)C(=O)/C=C/c1ccccc1[N+](=O)[O-]	1	-1	-9	1	-4	3	1	1	1	1
CCOC(=O)N1CCC(NC(=O)c2ccc3c(c2)sc2nc(-c4ccccc4)cn23)CC1	1	8	-4	1	1	39	-5	0.9	0.9	1
O=C(CSc1nnc2c(n1)[nH]c1ccccc12)NCc1ccco1	1	11	1	1	4	4	-4	1.3	0.9	1.3
CN1C(=O)N(S(=O)(=O)c2ccc(F)c(F)c2F)C(=O)C1(C)C	1	-7	-9	1	-5	-6	4	1.1	1.1	1.2
Cc1ccccc1C(=O)N1CCCN(C(=O)c2ccccc2C)CC1	1	-2	-14	1	-3	0	0	1	1	1.1
CCCNC(=O)C1CCN(c2ccc(S(=O)(=O)N3CCOCC3)cc2Cl)CC1	1.1	4	-7	0.9	-6	5	13	1.1	1	1.1
Nc1nc(SCC(=O)Nc2ccccc2Sc2ccc(Cl)cc2)n[nH]1	1.1	15	-5	0.8	-6	19	15	0.8	0.9	0.9
Cc1cc(Cl)ccc1N=c1ssnc1Cl	1	3	-19	1	-4	-9	4	0.5	1	0.9
O=C(CSc1nnc2ccccn12)NNC(=O)c1ccc(F)cc1	1	0	-28	1.1	-4	-3	-9	1	1	1.1
CCOC(=O)N1CCN(C(=O)Nc2ccc(NC(=O)N3CCN(C(=O)OCC)CC3)cc2)CC1	1	·	-2	1.1	1	-5	-13	·	·	·
COc1cc(C)c(-c2cc(C(=O)O)c(C)o2)cc1C(C)C	1.1	2	-9	1.1	-6	-5	-7	0.9	1	1
CCCCOC(=O)CSc1nc(N)c(C#N)c(-c2ccc(OCC)cc2)c1C#N	1	7	-2	1	4	-1	4	0.9	0.9	1.1
CC(=O)Nc1ccc(-n2c(C)ccc2C)cc1	1	8	-14	1	-4	-1	-3	1	0.9	1
Cc1nn(CC(=O)Nc2ccc(Cl)cn2)c(C)c1Br	1	16	-12	0.9	-2	-12	13	1	0.8	1
COc1ccc2nc(Nc3nc(CSc4nc5ccccc5[nH]4)cc(=O)[nH]3)nc(C)c2c1	1	18	-137	1.2	0	100*	-22	0.9	0.8	0.9
FC(F)(F)COc1nc(N2CCOCC2)nc(N(c2ccccc2)c2ccccc2)n1	1	25	-8	0.9	0	23	12	0.9	0.8	0.9
c1ccc2c(-c3nc(-c4ccncc4)no3)cccc2c1	1	6	-6	1	-2	-1	5	0.9	0.9	0.9
COC(=O)C1=CN(C)C=C(C(=O)OC)C1c1ccc(Cl)cc1Cl	1.1	15	-26	1.3	-11	17	-25	1	0.9	0.8
COC(=O)c1cccc(NC(=O)Cc2ccc(OC)cc2)c1C	1	17	-5	0.9	-4	-4	8	1.1	0.8	1
O=C1N(Cc2cccc(Cl)c2)C[C@@H]2C[C@@H](c3cccn3-c3nccs3)N3CCC[C@@]123	1	18	-6	1.1	-3	16	-7	0.9	0.8	1
Cc1ccc(C)c(NC(=O)CCC(=O)NNC(=O)c2cccc([N+](=O)[O-])c2)c1	1	16	-28	1.1	1	-5	-9	0.9	0.8	0.8
COc1ccccc1C(=O)Oc1ccc2c(c1)O/C(=C\c1ccncc1)C2=O	0.9	13	6	0.8	14	12	20	1	0.9	1
Cc1ccc2c(c1)c(N=Nc1cccc(C(=O)O)c1)c(O)n2C	0.9	59*	-29	1	10	0	0	1.2	0.4	1.1
O=C1C(=O)N(CNc2ccccn2)c2ccccc21	1	4	-4	0.9	0	-7	10	0.9	1	0.9
Cc1ccc(S(=O)(=O)N2CCOCC2)cc1C(=O)NCc1ccc(F)cc1	1.1	20	-12	1.1	-7	-7	-14	1	0.8	0.7
COCC1CCN(Cc2nc(-c3cccs3)no2)C1 (centres undefined)	1.1	-15	-4	1	-9	1	-4	1.1	1.1	1.1
COc1ccc(-c2[nH]nc3c2C(c2ccccc2OC(=O)N2CCOCC2)C(C#N)=C(N)O3)cc1 (centres undefined)	1	14	28	1	2	8	-1	0.9	0.9	0.8
O=C(NCc1ccco1)c1csc(Nc2ccccc2Cl)n1	1	23	-9	0.8	-4	4	25	0.9	0.8	1
CCOCCN1CCN(c2c(CC)c(C)nc3cc(-c4cc(OC)cc(OC)c4)nn23)CC1	1.1	-5	-9	1	-8	72*	3	1	1.1	1
COc1cc(-c2noc(CCC(=O)Nc3cccnc3)n2)cc(OC)c1OC	1	9	-10	1.1	0	9	-7	1	0.9	0.9
O=C1c2ccccc2C(=O)N1CC#CCN1CCN(C(c2ccccc2)c2ccccc2)CC1	1	22	4	1.1	2	2	-9	0.9	0.8	1.1
COc1cc2c(cc1OC)C(c1ccc(-c3cc(Cl)ccc3Cl)o1)=NCC2	1	2	-2	1.1	0	40	-9	0.9	1	0.9
COC(=O)C1=C(C)N=C2SC(C)C(=O)N2C1c1cccs1 (centres undefined)	1	15	-7	1.1	-1	-7	-9	0.9	0.8	0.9
COC(=O)C1=C(C)NC(=O)C1(Nc1ccc(Cl)cn1)C(F)(F)F (centres undefined)	1	12	-6	0.9	3	-3	6	0.9	0.9	0.9
COc1ccc(CN(C)Cc2nc(Cc3ccccc3Cl)no2)cc1OC	1	6	-2	0.9	-2	3	10	0.9	0.9	0.9
CCN(CCCNC(=O)c1c(C)cc(=O)oc1C)c1ccccc1	1	13	-1	1.1	2	7	-13	0.9	0.9	0.9
COC(=O)c1sccc1NC(=S)Nc1cc(OC)ccc1OC	1	17	-14	1	-3	-8	-2	0.7	0.8	0.6
CC(=O)c1cc2c(cc1NC(=O)c1cnc(C)cn1)OCO2	1	2	-14	1	-3	2	4	1	1	1
CCNc1nc(NC(C)C)nc(N(C#N)CCOc2ccc(Cl)cc2Cl)n1	1.1	33	-6	1	-6	97*	-3	0.7	0.7	0.8
Cc1ccc(NC(=O)c2nc[nH]c2C(=O)N2CCCCC2)c(C(=O)c2ccccc2)c1	1.1	15	-12	1.2	-7	12	-17	1	0.9	1
